Screens: PubChem BioAssay, several laboratories
STK33 inh – human STK33 kinase inhibition. Q9BYT3. purified STK33, MBP phosphorylation, ADP-Glo luminescence. inhibition, % at 10 µM. 320,000 compounds, 0.073% hits. AID 2661;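 active means inhibition at or above 25%, using the most active replicate where run in duplicate; inactive means inhibition below 25%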
Target sequence (Q9BYT3 whole entry, looked up): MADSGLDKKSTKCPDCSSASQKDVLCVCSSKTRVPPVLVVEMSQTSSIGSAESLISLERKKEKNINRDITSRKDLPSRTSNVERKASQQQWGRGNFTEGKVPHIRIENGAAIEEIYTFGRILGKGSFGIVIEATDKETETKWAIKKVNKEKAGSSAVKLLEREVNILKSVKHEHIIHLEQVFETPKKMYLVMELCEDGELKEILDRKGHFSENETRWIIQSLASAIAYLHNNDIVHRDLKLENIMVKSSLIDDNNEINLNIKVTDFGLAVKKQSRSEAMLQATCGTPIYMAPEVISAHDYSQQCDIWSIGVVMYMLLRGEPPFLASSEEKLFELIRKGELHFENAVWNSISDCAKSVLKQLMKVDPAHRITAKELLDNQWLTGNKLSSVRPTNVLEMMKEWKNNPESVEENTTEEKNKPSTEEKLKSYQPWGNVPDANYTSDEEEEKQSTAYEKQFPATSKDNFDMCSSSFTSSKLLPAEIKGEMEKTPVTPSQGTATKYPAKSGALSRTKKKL
OX1R antag – blocks the human orexin 1 receptor. O43613. OX1R-expressing cells, FRET antagonist read-out. inhibition, % at 6.6 µM. 330,000 compounds, 1.8% hits. AID 485270; in the data active means inhibition mostly above about 38%, no sharp cut-off; inactive means mostly below about 40%;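 further: 0% = agonist challenge alone and 100% = reference antagonist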
Target sequence (O43613 whole entry, looked up): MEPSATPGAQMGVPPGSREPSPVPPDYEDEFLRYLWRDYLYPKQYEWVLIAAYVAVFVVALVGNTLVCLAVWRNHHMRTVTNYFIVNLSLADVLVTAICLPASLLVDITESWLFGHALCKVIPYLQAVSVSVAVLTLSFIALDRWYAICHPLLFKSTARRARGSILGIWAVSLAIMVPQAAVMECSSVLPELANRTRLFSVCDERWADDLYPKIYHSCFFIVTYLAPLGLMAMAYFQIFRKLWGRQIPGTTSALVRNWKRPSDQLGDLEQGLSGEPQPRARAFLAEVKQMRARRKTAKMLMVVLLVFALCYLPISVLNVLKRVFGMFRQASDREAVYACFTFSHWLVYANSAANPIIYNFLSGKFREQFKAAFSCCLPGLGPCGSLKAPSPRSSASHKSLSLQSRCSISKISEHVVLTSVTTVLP
Starred values were filed as active, the others as inactive; x = not tested or not shown. An unsorted share of the library. Share with any hit: about 1.8%.

STK33 inh	OX1R antag	SMILES
0.5	1.6	O=C(c1cn(Cc2ccccc2)nc1-c1cccnc1)N1CCN(Cc2c(F)cccc2Cl)CC1
0.1	18.4	O=C(/C=C/c1cccs1)NNC(=O)c1ccccc1
-2.3	12.7	Fc1ccc(N/N=C/C=C/c2ccccc2)c(F)c1
-1.1	20.4	C/C(=N\N1C(=O)c2ccccc2C1=O)c1cccc([N+](=O)[O-])c1
0.0	6.0	COc1ccc(NC(=O)N(C)C[C@H]2Oc3ccc(NS(=O)(=O)c4cccs4)cc3C(=O)N([C@@H](C)CO)C[C@@H]2C)cc1
-0.3	8.8	CS(=O)(=O)N(CC(=O)N1CCN(Cc2ccccc2)CC1)Cc1ccccc1
-2.5	12.9	Cc1ccccc1C(=O)Nc1ccnn1C1CCN(Cc2ccncc2)CC1
0.0	9.6	COc1ccc(-c2cc(C(F)(F)F)nc(SCC(=O)Nc3sc4c(c3C#N)CCC4)n2)cc1
-1.0	10.8	CCN1CC(CN(C)Cc2nc(-c3ccc(C(F)(F)F)cc3)no2)CC1=O (stereo unspecified)
0.8	6.3	CCCCCOC(=O)C1=C(C)Nc2nnnn2C1c1ccc(OC)c(OC)c1OC (stereo unspecified)
-13.3	x	COc1cccc(CN2CCN(CC#Cc3ccccc3)CC2CCO)c1 (stereo unspecified)
0.1	28.6	COc1cc(C(O)P(=O)(OCCC(C)C)c2ccc(N(C)C)cc2)cc(OC)c1OC (stereo unspecified)
-0.5	21.5	COc1ccccc1OCCNC(=O)C(c1ccccc1)c1ccccc1
-1.8	29.9	S=C(Nc1ccccn1)NC1CCCC1
-0.2	-6.0	CS(=O)(=O)Nc1cccc(C2=NN(C(=O)c3ccc(F)cc3)C(c3cccs3)C2)c1 (stereo unspecified)
0.4	8.1	CC(=O)Nc1ccc(S(=O)(=O)NC2(C(F)(F)F)NC(=O)N(C3CCCC3)C2=O)cc1 (stereo unspecified)
-4.3	20.3	CCC/C=N/NC(=O)c1ccc(F)cc1
0.3	6.0	Cc1ccc(S(=O)(=O)N(c2cccc(C)c2)C2CCS(=O)(=O)C2)cc1 (stereo unspecified)
10.8	113.7*	Cc1ccc(S(=O)(=O)Nc2cc(C(C(=O)OC(C)C)C(=O)C(F)(F)F)c(O)c3ccccc23)c(C)c1 (stereo unspecified)
-0.5	4.0	Cc1ccc(NC(=O)CNc2cccc(S(=O)(=O)N3CCCCC3)c2)cc1F
-1.2	13.3	CCOC(=O)CNC(=S)N(Cc1ccccc1F)C1CCCCC1
-0.9	11.8	COC(=O)/C(=C\Nc1ccc(Cl)cc1Cl)NC(=O)c1ccc(OC)cc1
-0.6	10.1	Cc1ccc(S(=O)(=O)N2CCCN(S(=O)(=O)c3ccc4ccccc4c3)CC2)cc1
-0.2	33.7	O=c1c2oc3ccccc3c2ncn1Cc1ccccc1F
-0.4	4.4	O=c1oc(CCO)cc2ccc(-c3ccc4[nH]ccc4c3)cc12
-1.5	5.6	COc1ccccc1Nc1nc(N)nc(CN2CCCCCC2)n1
1.9	5.0	Cn1c(SCc2cccnc2)nnc1-c1c[nH]c2ccccc12
-1.3	22.6	CCn1cnc2sc(C(=O)Nc3ccccc3OC)c(C)c2c1=O
1.0	59.8	CCCC(=O)NC1=C(C#N)C2(CCCCC2)Cc2ccccc21
-1.0	8.9	Cc1ccc(C)c(NC(=O)CSc2nnc(-c3n[nH]c4ccccc34)o2)c1
-1.6	27.5	O=C(CCCn1c(=O)c2cccn2c2cccnc21)NCCc1ccc(Cl)cc1
-2.4	3.6	O=C(CN1C(=O)C(=O)N(C2CCCC2)C1=O)NCCc1ccc(Cl)cc1Cl
-1.6	17.3	CC(=O)/C(=C\Nc1ccc(OCc2ccccc2)cc1)c1ccccc1
-0.5	31.3	COc1ccc(-c2sc3ccc(N4CCOCC4)cc3c2C#CC2(O)CCCCC2)cc1
-0.6	19.3	Cc1ccc(C(=O)NC2CCN(C(=O)Nc3ccccc3)CC2)cc1
-1.1	10.3	Cc1cccn2c(=O)c3cc(C(=O)NC4CCCCC4)c(=N)n(Cc4ccc(F)cc4)c3nc12
-0.5	-0.5	Fc1cccc(Cc2noc(CN3CCCN(C4Cc5ccccc5C4)CC3)n2)c1
0.2	16.4	COc1cc2c(cc1OC)C1(Nc3c-2c(Cc2ccccc2)nn3-c2ccccc2)C(=O)Nc2ccccc21 (stereo unspecified)
-2.3	20.1	O=[N+]([O-])c1ccc(Sc2ncc3ccccn23)nc1
0.7	19.7	O=C(NCc1cccc(F)c1)c1cccc2c1C(=O)c1ccc(N3CCCC3)cc1S2(=O)=O
-0.6	21.0	O=C(OCC(=O)N1CCN(S(=O)(=O)c2ccc(Cl)cc2)CC1)c1ccc([N+](=O)[O-])o1
-0.8	8.7	COC(=O)c1c(-c2ccccc2Cl)noc1-c1cnc(N)nc1C(F)(F)F
-1.7	-6.0	Cc1ccc(C(=O)/C=C\Nc2ccc(C)c(C)c2)cc1
-1.6	66.8	COc1ccc(OC)c(C(=O)CSc2nc3ccccc3n2CC(=O)NC(C)(C)C)c1
-0.1	12.4	O=C1Nc2cc(C(=O)N3CCc4ccccc4C3)ccc2S/C1=C\c1ccccc1
x	13.7	CC(C)N(C(=O)[C@H]1C[C@H](CC(=O)NCCN2CCOCC2)C(=O)N2CCc3c([nH]c4ccc(Cl)cc34)[C@]12C)C(C)C
-0.6	22.0	Cc1c(Cl)cccc1NC(=O)CSc1nccn1C
0.5	11.8	CC1CCC2(CC1)NC(=O)N(CC(=O)N1CCc3ccccc3C1)C2=O (stereo unspecified)
x	12.4	COc1ccc([N+](=O)[O-])cc1NC(=O)Nc1ccccc1
0.6	8.6	O=C(NC1CCCC1)C(c1ccc(F)cc1)N(Cc1ccccc1Cl)C(=O)CCl (stereo unspecified)

An excerpt of these results, with each value named:
> Cn1c(SCc2cccnc2)nnc1-c1c[nH]c2ccccc12
  STK33 inh: 1.9
  OX1R antag: 5.0

> CCn1cnc2sc(C(=O)Nc3ccccc3OC)c(C)c2c1=O
  STK33 inh: -1.3
  OX1R antag: 22.6

> CCCC(=O)NC1=C(C#N)C2(CCCCC2)Cc2ccccc21
  STK33 inh: 1.0
  OX1R antag: 59.8

Continued:
STK33 inh	OX1R antag	SMILES
1.3	10.2	O=C(OCc1ccc([N+](=O)[O-])cc1)c1cc2ccccc2oc1=O
0.2	x	COc1cc(NS(=O)(=O)c2ccc3[nH]c(=O)[nH]c3c2)cc(OC)c1
-1.0	11.7	N#CCCN(C(=O)CSc1ccc2c(c1)OCCO2)c1ccccc1
-1.6	-8.3	Cc1ccc(CC(=O)Nc2cc(C)on2)cc1
-0.5	4.5	O=C(Cc1ccsc1)N1CCN(S(=O)(=O)c2ccccc2F)CC1
x	-7.2	COCCN(CC(=O)Nc1cccc(C)c1C)C(=O)c1cc2ccccc2cc1OC
-1.6	13.8	Cc1ccc(C(=O)O)cc1NC(=S)NC(=O)c1ccc([N+](=O)[O-])c(C)c1
-0.9	1.6	CCS(=O)(=O)N1CCN(C2CCC(C)CC2)CC1 (stereo unspecified)
-0.3	36.8	O=C1C(NS(=O)(=O)c2cccs2)=C(N2CCN(Cc3ccccc3)CC2)C(=O)c2ccccc21
1.1	8.3	O=C(NCC(=O)N1CCN(Cc2ccc3c(c2)OCO3)CC1)c1ccccc1F
2.4	14.8	C/C(=N\NC(=O)c1ccc(O)cc1)c1cc2ccccc2o1
-2.0	12.5	Cc1ccc(CN2C(=O)CCC2C(=O)NCc2ccc(F)cc2)cc1 (stereo unspecified)
-0.6	7.7	Cc1ccccc1NC(=O)Cc1nc(COC(=O)CCOc2ccccc2)cs1
-0.3	3.2	CN(CCCNC(=O)c1ccccc1F)CCCNC(=O)c1ccccc1F
1.1	1.2	c1ccc(CCc2nc3ccccc3[nH]2)cc1
-0.8	6.2	Cc1nn(C)cc1CN(C)Cc1c(C(=O)N(C)Cc2ccccc2)nc2ccccn12
1.9	15.3	CCOC(=O)C1(Cc2ccc(Cl)cc2)CCN(C(=O)C2=NNC(=O)CC2)CC1
-0.4	9.2	Fc1ccc(N2CCN(C(=S)NCc3ccco3)CC2)cc1
-0.9	21.7	Cc1onc(C(=O)N2C(C)CCCC2C)c1[N+](=O)[O-] (stereo unspecified)
-1.2	4.9	Cc1nn(-c2ccccc2)c(C)c1C(=O)OCC(=O)Nc1ccccc1F
-1.1	16.4	CC1(NC(=O)C2CCN(C(=O)Nc3ccccc3)CC2)CCS(=O)(=O)C1 (stereo unspecified)
-1.3	5.3	COC(=O)c1c(NC(=O)c2nc3nc(C)cc(C(F)F)n3n2)sc2c1CCC2
3.6	10.1	COc1ccccc1-c1ccc(Nc2cccc(C(C)=O)c2)nn1
1.8	9.9	Brc1ccc(C=Nc2ccc(Nc3ccccc3)cc2)s1
-0.6	-1.4	Cc1ccccc1NC(=O)COC(=O)c1ccc(S(=O)(=O)N2CCCC2)cc1
1.6	-3.7	COc1cc2c(cc1OC)C(COc1ccccc1OC)N(C(C)=O)CC2 (stereo unspecified)
0.2	17.2	O=c1c2nnn(-c3ccccc3)c2ncn1C/C=C/c1ccccc1
0.8	68.4	CCOC(=O)COn1c(=O)c(-c2ccco2)[n+]([O-])c2ccccc21
2.2	9.5	Cc1cc(NC(=O)CS(=O)(=O)Cc2ccccc2)no1
0.3	14.4	COc1cccc(-c2c(NC(=O)c3ccco3)n(-c3ccc(C)cc3)nc(C)c2=O)c1
-2.0	12.0	CCOc1ccc(Oc2nc(NCC(C)C)nc(N(C)C)n2)nn1
-1.3	18.6	Cc1ccc(NC(=O)Nc2nc(-c3ccc(C)s3)cs2)cc1
-1.9	5.2	CC(=NCCc1ccccc1)C1=C(O)CCC1=O
1.5	x	CCn1c(/C=C/c2ccc(O)c(O)c2)nc2ccccc2c1=O
0.0	7.2	Cc1cccn2c(=O)c3cc(S(=O)(=O)c4ccccc4)c(=N)n(Cc4ccc(F)cc4)c3nc12
0.7	0.7	O=C(O)C1(P(=O)(c2ccccc2)c2ccccc2)CCC1
0.2	21.1	COc1ccccc1C(=O)CSc1nccn1C
-0.1	6.8	CSc1ncccc1C(=O)OCC(=O)c1ccc[nH]1
3.8	9.8	COCc1cc(=O)n2c(-c3ccc(C)cc3)n[nH]c2n1
-1.7	0.8	CCC(C(=O)OC)n1cnc2c(nnn2-c2cccc(OC)c2)c1=O (stereo unspecified)
-1.2	30.4	CCCC(=O)NCc1cc(-c2nn(C)c(=O)c3ccccc23)ccc1OC
0.5	19.2	COc1cc([C@H]2[C@@H]3CCCC[C@]3(O)CCN2CC(=O)Nc2ccc(C)cc2C)ccc1O
-0.6	19.2	COc1ccc2cc3cc(C(=O)NC(C)C)oc3nc2c1
-0.5	19.6	CCOc1ccc(-c2cn(-c3cccc(SC)c3)c(=O)[nH]2)cc1
-0.3	19.4	C=C(Br)Cn1c(CC(C)C)nc2ccccc21
-0.4	6.1	O=C(CNC(=O)c1ccncc1)N/N=C/c1ccc(O)cc1O
-0.1	3.0	Cc1ccc(S(=O)(=O)N2CCC(C(=O)OCC(=O)N(C)c3ccccc3)CC2)cc1C
x	12.3	O=C(NC1CCCC1)C(=O)N(Cc1cccnc1)C(C(=O)NC1CCCC1)c1ccco1 (stereo unspecified)
-0.7	26.0	CCC(=O)Nc1cc(OC)c(NC(=O)c2ccccc2)cc1OC
0.3	33.7	O=C(Nc1ccc(N2CCCCC2)cc1)c1ccc2ccccc2n1

Gathered by group: those above with a CF3 group.
STK33 inh	OX1R antag	SMILES
0.0	9.6	COc1ccc(-c2cc(C(F)(F)F)nc(SCC(=O)Nc3sc4c(c3C#N)CCC4)n2)cc1
-1.0	10.8	CCN1CC(CN(C)Cc2nc(-c3ccc(C(F)(F)F)cc3)no2)CC1=O (stereo unspecified)
0.4	8.1	CC(=O)Nc1ccc(S(=O)(=O)NC2(C(F)(F)F)NC(=O)N(C3CCCC3)C2=O)cc1 (stereo unspecified)
10.8	113.7*	Cc1ccc(S(=O)(=O)Nc2cc(C(C(=O)OC(C)C)C(=O)C(F)(F)F)c(O)c3ccccc23)c(C)c1 (stereo unspecified)
-0.8	8.7	COC(=O)c1c(-c2ccccc2Cl)noc1-c1cnc(N)nc1C(F)(F)F

New compounds follow
STK33 inh	OX1R antag	SMILES
-3.3	18.0	NC(=O)CSc1nc2cc([N+](=O)[O-])ccc2n1-c1cccc(C(F)(F)F)c1
0.2	11.7	CC1=C(C(=O)NCc2ccccn2)C2(CCC(C)CC2)OC1=O (stereo unspecified)
0.2	25.5	O=C(CCc1ccccc1)Nc1cccc(-c2nnc(-c3ccco3)o2)c1
-1.7	33.1	Cc1sc2ncn3c(C)nnc3c2c1C
0.5	16.5	Nc1nnc(-c2ccccc2F)s1
0.5	6.8	O=C(CN(C(=O)c1csnn1)c1ccccc1Cl)NC1CCCC1
0.3	34.0	COc1ccc(/C=C2/NC(=O)CNC2=O)cc1
2.6	23.4	Cc1csc(NC(=O)c2ccc(C)c(S(=O)(=O)N3CCOCC3)c2)n1
-1.1	1.6	S=c1[nH]nc(-c2cc(-c3ccccc3)n[nH]2)n1/N=C/c1cccc(Cl)c1
x	1.3	COC(=O)[C@]1(C)N[C@H](CN(C)C(=O)C2CCCCC2)[C@@H]2C(=O)N(Cc3ccccc3)C(=O)[C@@H]21
1.8	8.3	COc1cc(/C=N/Nc2nc(-c3ccc(S(=O)(=O)N(C)C)cc3)cs2)ccc1O
-0.3	6.0	Cc1c(N(C(=O)c2ccccn2)C2(C(=O)NC3CCCC3)CCCCC2)c(=O)n(-c2ccccc2)n1C
-0.1	18.0	Cc1cc(-c2cccnc2)c(C#N)c(SCC#N)n1
-0.7	26.3	Cc1c(C(=O)c2ccc(N(C)C)cc2)c2ccccn2c1CCC#N
-1.9	-2.7	Cc1nnc(SCC(=O)Nc2ccc(N3CCOCC3)cc2)n1-c1ccccc1
-0.4	12.5	O=C(NCCc1ccc(Cl)cc1)C1CCC(=O)N(C2CCCCCC2)C1 (stereo unspecified)
-1.6	1.8	COc1ccc(NC(=S)N2CCCC2)cc1
1.2	18.8	Cc1cc(=O)[nH]c(SCC(=O)Nc2ccccc2C)n1
1.2	5.9	COc1cc2c(cc1OC)C(c1ccc(O)cc1)NCC2 (stereo unspecified)
-1.5	24.0	COc1ccc(CNC(N)=O)cc1OC
